V1aR counter: counter-screen for oxytocin receptor agonists: human V1a receptor agonists | P37288 | CHO-V1R cells, Fluo-8 calcium fluorescence, agonist mode; 0% DMSO, 100% 3 nM vasopressin | activation, % at 3 µM | actives 0.25% (n = 320,000);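 active = activation above the mean activation of all tested compounds plus 3 SD, per screening run, cut at about 20% in these data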;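 also: signal is peak over basal fluorescence ratio across a 100 second FLIPR read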
OXTR agonist: human OXTR agonism; activation, % at 3 µM; CHO-OTR cells, Fluo-8 calcium fluorescence; normalized: DMSO 0%, oxytocin 100%; actives 0.32% (n = 320,000); P30559;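 active = activation above the mean of all tested compounds plus 3 SD, cutoff set per screening run, cut at about 20% in these data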;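 also: peak over basal fluorescence ratio from a 100 s FLIPR kinetic read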
Target sequence (P30559 whole entry, looked up): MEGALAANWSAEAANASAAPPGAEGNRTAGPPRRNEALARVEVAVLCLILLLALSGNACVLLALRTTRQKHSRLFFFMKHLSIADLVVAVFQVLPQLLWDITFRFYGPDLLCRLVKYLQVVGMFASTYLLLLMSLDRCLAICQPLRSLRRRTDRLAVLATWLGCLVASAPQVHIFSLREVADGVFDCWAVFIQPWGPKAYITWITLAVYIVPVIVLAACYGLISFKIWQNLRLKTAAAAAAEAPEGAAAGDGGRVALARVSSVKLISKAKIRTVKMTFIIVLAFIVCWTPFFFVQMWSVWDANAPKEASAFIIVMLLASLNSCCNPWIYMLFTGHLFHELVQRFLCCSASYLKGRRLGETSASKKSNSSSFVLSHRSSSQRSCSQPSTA
OXTR potentiate: potentiates the human oxytocin receptor response. CHO-OTR cells, Fluo-8 calcium fluorescence, potentiator mode; 0% = oxytocin EC15, 100% = EC100. activation, % at 3 µM. actives 0.061% (n = 320,000). AID 2445;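 active = activation above that plate's cutoff, the mean activation of tested compounds plus 3 SD, cut at about 6.6% in these data, passing the limit was not always enough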;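 also: 100% uses oxytocin at 75 nM as the full agonist control; some results filed as inactive read as strong as hits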
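Assay system: CHO cell line stably expressing human OTR | Also added: Oxytocin at about EC15, sub-maximal agonist stimulus | Times: Compound 6 min at room temperature before oxytocin, 100 s read | Measured by: Fluo-8 intracellular calcium fluorescence, ex 470-495, em 515-575 nm | Controls: EC15 oxytocin alone as 0%, 75 nM oxytocin as 100%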
GalR3 antag: blocks the human galanin receptor 3 | O60755 | HEK293 GalR3-CNG cAMP membrane potential fluorescence; galR3 body fused to GalR1 C-terminus | inhibition, % at 3 µM | actives 0.44% (n = 360,000) | AID 651719;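 active = inhibition above the screen-wide average plus 3 SD, cut at about 13% in these data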;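 also: forskolin and galanin both at EC90 stimulate the cells; cAMP rise reported by CNG channel membrane potential dye signal; 0% = forskolin plus galanin with DMSO and 100% = forskolin alone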
Target sequence (O60755 1-299 limits assumed): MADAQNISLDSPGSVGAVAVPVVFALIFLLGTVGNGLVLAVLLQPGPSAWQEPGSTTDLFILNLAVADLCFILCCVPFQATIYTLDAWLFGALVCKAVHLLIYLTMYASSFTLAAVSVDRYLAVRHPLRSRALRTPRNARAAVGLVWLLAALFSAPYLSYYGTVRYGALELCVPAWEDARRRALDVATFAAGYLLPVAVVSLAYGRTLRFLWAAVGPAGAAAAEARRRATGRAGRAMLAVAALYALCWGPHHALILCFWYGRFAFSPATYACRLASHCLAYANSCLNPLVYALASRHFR
GPR7 antagonist: antagonists of human GPR7 (neuropeptides B/W receptor 1); actives 1.1% (n = 290,000); inhibition, % at 4.4 µM; GPR7-expressing cells, fluorescence antagonist assay; AID 1861; P48145; in the data active = inhibition above about 16%, passing the limit was not always enough;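 also: cells stimulated with the agonist NPW; 0% = agonist with vehicle and 100% = vehicle without agonist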
Target sequence (P48145 whole entry, looked up): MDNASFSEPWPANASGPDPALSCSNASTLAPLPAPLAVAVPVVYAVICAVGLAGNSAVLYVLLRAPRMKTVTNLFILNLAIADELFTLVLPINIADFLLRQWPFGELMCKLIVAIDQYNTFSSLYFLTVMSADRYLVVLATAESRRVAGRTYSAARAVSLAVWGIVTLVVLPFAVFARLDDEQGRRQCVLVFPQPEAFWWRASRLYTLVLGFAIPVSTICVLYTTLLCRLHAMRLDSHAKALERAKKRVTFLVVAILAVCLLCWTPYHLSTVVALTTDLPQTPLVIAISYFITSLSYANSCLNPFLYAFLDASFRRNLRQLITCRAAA
M18AAP inhibitor: blocks P. falciparum M18 aspartyl aminopeptidase. AID 1822. recombinant PfM18AAP, H-Glu-NHMec fluorogenic cleavage. inhibition, % at 7.35 µM. actives 1.2% (n = 290,000);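 active = inhibition above the campaign mean inhibition over all tested compounds plus 3 SD, cut at about 28% in these data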;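 also: 0% = plate median of test compound wells and 100% = 2 mM ZnCl2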
MEKK2 mut-MEK5: signal of MEK5 binding to mutant human MEKK2 PB1 domain; bead flow cytometry, Alexa488-MEK5 binding to MEKK2 mutant; percent response, % at 10 µM; actives 0.35% (n = 290,000); in the data active = percent response above about 24%, passing the limit was not always enough; also: inactives centre near 1; some results filed as inactive read as strong as hits
NALP1 inh: inhibitors of NALP1 inflammasome in yeast; S. cerevisiae NALP1/ASC/caspase-1 growth, X-gal OD620, 72 h; inhibition, % at 10 µM; actives 0.61% (n = 280,000); AID 2071; in the data active = inhibition mostly above about 24%, no sharp cut-off; inactive = mostly below about 32%; also: some compounds called inactive have numbers as strong as hits
MEKK2wt PB1 HTS: raises or lowers MEK5 binding to wildtype human MEKK2 PB1 domain. Q9Y2U5. bead flow cytometry, Alexa488-MEK5 binding to MEKK2 WT; actives lie on both sides. binding response (% of control), % at 10 µM. actives 1.1% (n = 290,000); in the data active = binding response below about 67% or above about 130%
* marks the source's active call; other numbers are inactive results; . = not tested or not shown. Hits appear at their usual frequency; about 4.1% have a hit in one of these screens.

SMILES	V1aR counter	OXTR agonist	OXTR potentiate	GalR3 antag	GPR7 antagonist	M18AAP inhibitor	MEKK2 mut-MEK5	NALP1 inh	MEKK2wt PB1 HTS
COCCSc1nnc(NC(=O)C2CC(=O)N(c3ccc(C)cc3)C2)s1 (configuration not stated)	0.5	-0.9	-15	-7	9	-11	-9	-3	72
CC1CCCC(NC(=O)CSc2nccn2C)C1C (configuration not stated)	1.9	-0.1	-21	-4	2	-7	6	-5	94
COc1ccc2sc(-c3ccc(S(C)(=O)=O)cc3)c(-c3ccc(C(N)=O)cc3)c2c1	2.4	3.5	-8	-2	.	.	.	.	.
COc1ccc(-c2csc(NC(=O)c3cccs3)c2C(=O)O)cc1OC	0.8	1.4	9	1	10	2	-10	12	92
Cc1onc(-c2ccccc2)c1NC(=O)Nc1c(-c2ccccc2)noc1C	0.9	0.3	1	-3	11	5	0	10	96
CCCCN1C(=O)C(=O)N(CC(=O)Nc2sc(C)c(C)c2C(=O)OC)C1=O	0.5	-0.1	0	-4	.	.	.	.	.
Cc1ccc(OCc2ccc(C(=O)NN)o2)cc1C	0.9	0.9	-3	-2	-13	-2	-9	-9	92
O=C(O)C1CSCN1S(=O)(=O)c1cccc2nsnc12 (configuration not stated)	1.3	0.2	3	-6	.	.	6	-10	108
CCC1(c2ccccc2)NC(=O)N(CC(=O)Nc2cccc(S(=O)(=O)N3CCCC3)c2)C1=O (configuration not stated)	0.4	0.2	-3	-3	.	.	.	.	.
COc1ccc(C(=O)N2CCCC(c3ccccc3)C2)cc1 (configuration not stated)	1.4	-1.7	-13	-1	-5	0	1	4	104

The closing two entries of the part before come first, to join the parts.
SMILES	V1aR counter	OXTR agonist	OXTR potentiate	GalR3 antag	GPR7 antagonist	M18AAP inhibitor	MEKK2 mut-MEK5	NALP1 inh	MEKK2wt PB1 HTS
CCC1(c2ccccc2)NC(=O)N(CC(=O)Nc2cccc(S(=O)(=O)N3CCCC3)c2)C1=O (configuration not stated)	0.4	0.2	-3	-3	.	.	.	.	.
COc1ccc(C(=O)N2CCCC(c3ccccc3)C2)cc1 (configuration not stated)	1.4	-1.7	-13	-1	-5	0	1	4	104
CCN(CC)C(=O)c1ccc(/C=C/c2c[nH]c3ccccc23)[n+](C)c1	5.0	6.6	-3	-2	2	7	-4	16	102
Cc1[nH]n(-c2ccc(Cl)cc2)c(=O)c1/C=N/n1c(C)nc2ccccc2c1=O	-0.3	1.3	-3	-4	-9	4	2	9	102
CCOc1ccc(NC(=O)CN(c2ccc(OC)cc2)S(C)(=O)=O)cc1	1.3	1.0	-9	0	1	0	-3	20	105
Cc1ccc2cc(CN(Cc3nnnn3C3CCCC3)C3CCCCC3)c(=O)[nH]c2c1C	.	.	.	-2	-2	2	-9	-5	85
N#Cc1c(N)nc2c(c1-c1ccncc1)CCCCCC2	0.5	1.4	-1	-5	-8	-2	2	.	95
COC(=O)CCC(=O)N1CCc2cc(S(=O)(=O)N3CCc4ccccc43)ccc21	6.3	4.4	-16	-1	2	-2	3	13	105
N#CC(c1ccc(Cl)cc1)c1ccc(Cl)nn1 (configuration not stated)	0.6	0.0	-3	-2	5	9	9	4	103
CNC(=O)/C(C#N)=C/c1c(N2CCN(c3ccc(OC)cc3)CC2)nc2c(C)cccn2c1=O	2.9	-2.2	-10	-8	-20	5	12	13	109
COc1cccc(NC(=S)NNC(=O)Cn2nc(C(F)(F)F)cc2C)c1	0.6	-0.2	0	-4	-8	8	0	20	106
COc1cccc(NC(=O)CN(c2ccc([N+](=O)[O-])cc2)S(=O)(=O)c2ccccc2)c1	1.1	-0.5	-7	-2	-3	8	0	8	100
COc1ccc(C(=O)N2CCN(Cc3nc(CC4CC4)no3)CC2)cc1	3.8	-1.4	-3	-11	-10	-1	5	-3	105
C[C@@H]1CC=C[C@H]2[C@H]1C(=O)N(Cc1ccccc1)[C@H]2c1ccc(/C=C/c2ccccc2)cc1F	0.1	-0.1	-4	0	.	.	3	16	105
CC(C)(C)OC(=O)C[C@@H]1C/C=C\C[C@@H](CC(=O)NCCO)C(=O)N[C@H](Cc2c[nH]c3ccccc23)COC1=O	0.3	5.3	-7	-4	.	.	.	.	.
CN(C(=O)c1ccc(Br)cc1)C1CCS(=O)(=O)C1 (configuration not stated)	0.7	-0.1	6	-6	.	.	.	.	.
COc1ccc(C(=O)C2CCCN(Cc3cc(Cl)ccc3O)C2)c(OC)c1 (configuration not stated)	3.8	-1.0	-20	-11	16	11	4	15	112
Cc1ccc(C)c(OCC(=O)NNC(=O)C2CC2)c1	0.2	-0.4	-7	-4	1	-7	5	7	101
Nc1nonc1-n1nnc(C(=O)N/N=C/c2ccccc2Br)c1CN1CCCC1	0.0	-1.5	-3	-4	0	0	0	-15	100
CCc1nnc(NC(=O)CCC(=O)N2CCCC2)s1	1.4	0.3	2	-4	4	-1	0	-46	90
CCOC(=O)C1(Cc2cccc(OC)c2)CCCN(C(=O)c2ccc(OC)o2)C1 (configuration not stated)	1.4	-0.3	4	-4	-16	-2	4	0	104
O=C(Nc1nc2ccc(F)cc2s1)C1=NN(c2ccccc2)C(=O)CC1	0.9	-0.4	-6	-2	0	2	0	17	99
COc1ccccc1CCC(=O)NC1CCCN(c2ccc(C(F)(F)F)cn2)C1 (configuration not stated)	-0.2	-1.8	-1	-9	-5	2	1	27	99
COc1cc(/C=C/C(=O)OCC(=O)N2CC3(C)CC2CC(C)(C)C3)ccc1O (configuration not stated)	1.5	-0.5	-2	-5	-3	18	-3	14	95
CCc1ccc(NC(=O)CN2C(=O)CSC2=O)cc1	-0.1	-0.9	-9	2	5	6	3	9	106
CN(C)S(=O)(=O)c1cccc(COC(=O)Cc2c(F)cccc2Cl)c1	8.1	2.1	-15	-2	0	13	12	11	108
CN1/C(=C\C=C2/SC(=S)NC2=O)C(C)(C)c2ccccc21	100*	123*	-18	-8	20	3	-7	12	83
COc1ccccc1C(=O)N/N=C(\C)c1ccc(NC(=O)Cc2ccccc2)cc1	0.3	-0.8	-7	-3	11	1	11	1	105
COCCCN(C(=O)Cc1coc2cc(C)c(C)cc12)c1c(N)n(Cc2ccccc2)c(=O)[nH]c1=O	0.1	-0.2	-5	-2	.	.	.	.	.
O=C(NCCc1nnc2ccc(N3CCCCCC3)nn12)c1ccccc1	0.4	-0.2	-5	-4	-13	-1	-1	17	99
Cc1ccnc(NC(=O)Cn2ccc([N+](=O)[O-])n2)c1	0.3	0.1	-15	-1	-1	-5	-2	41	100
N#Cc1nc(Cc2ccccc2)oc1NCCc1ccccc1	-0.5	-2.7	2	-5	7	8	3	17	104
CS(=O)(=O)N(Cc1ccccc1)c1ccccc1C(=O)Nc1ccccc1C(=O)NCc1ccco1	0.6	1.6	-8	-6	0	-3	-4	15	94
CCOc1ccc(-c2c(C(=O)N/N=C/c3ccc(C)s3)nnn2-c2nonc2N)cc1	7.1	6.4	-1	.	-21	3	-7	28	97
COc1ccc(Cl)cc1NC(=O)CN(C)C(=O)c1n[nH]c2ccccc12	3.5	3.1	-9	-5	.	.	.	.	.
O=C(CCCOc1ccccc1)Nc1ccc(S(=O)(=O)N2CCOCC2)cc1	7.5	7.8	-21	-1	-5	7	6	-1	102
O=C1CSC(c2ccccn2)N1c1ccccc1 (configuration not stated)	0.2	-0.2	-3	-7	-2	0	5	4	100
Cc1cc(C(=O)NC2CCCc3c2cnn3-c2ccc(C(C)(C)C)cc2)n[nH]1 (configuration not stated)	6.8	3.7	-11	-1	0	4	-15	1	90
CC(C)(C)NC(=O)NC(=O)CSc1nnc(-c2ccccc2F)n1N	-0.8	-1.1	0	-5	-2	-5	1	8	100
Cc1nc(OCC(C)C)c2sc3nc4c(cc3c2n1)COC(C)(C)C4	-0.2	-1.2	-3	-2	-17	-1	-1	.	97
O=C1NC(=Nc2ccccc2)S/C1=C\C=C\c1ccco1	-0.6	-2.4	-3	-4	5	-6	0	-2	96
CC(OC(=O)Cc1c[nH]c2ccccc12)C(=O)Nc1ccccc1[N+](=O)[O-] (configuration not stated)	0.2	-0.5	-4	-3	.	.	.	.	.
CC1CCCC(NC(=O)CCNC(=O)c2ccc([N+](=O)[O-])cc2)C1C (configuration not stated)	0.2	1.4	-12	-2	5	2	4	-2	104
CN(CC(=O)N1CCCCCC1)S(=O)(=O)c1ccccc1	0.9	-0.7	-13	-3	-1	-1	5	23	110
CC(=O)Oc1ccc(/C=C(\NC(=O)c2cccc(Br)c2)C(=O)Nc2ccc(C(=O)O)cc2)cc1	0.1	0.3	-3	-3	.	.	.	.	.
Cc1ccccc1Cn1ccc(NC(=O)c2cnn3c(C(F)(F)F)cc(-c4ccco4)nc23)n1	-0.6	-1.5	-9	-7	6	-4	-1	9	93
Cc1ccc(NC(=O)CCn2c(=O)[nH]c3ccsc3c2=O)cc1F	1.0	0.0	-4	-9	-6	-5	-1	28	107
NC(=O)COc1c(-c2ccccc2)oc2ccccc2c1=O	0.4	0.8	1	-8	0	-1	.	12	.
CC[C@@]1(C(=O)OC)N[C@H](CN(C)S(=O)(=O)c2ccccc2)[C@@H]2C(=O)N(Cc3ccccc3)C(=O)[C@@H]21	0.6	0.0	3	-6	.	.	.	.	.
CC(C)(C)n1nnnc1C(c1ccccn1)N(Cc1ccccc1)Cc1ccc(Cl)cc1 (configuration not stated)	-0.8	-0.5	-22	-8	-1	-11	5	9	103
Cc1ccc(NC(=O)CCS(=O)(=O)c2cccc3nonc23)c(Cl)c1	-0.6	-0.2	3	-5	-5	2	-1	9	97
O=C(NCCc1c[nH]c2ccccc12)C(=O)NCC1CCCO1 (configuration not stated)	0.2	0.1	6	-3	0	-3	2	-6	101

Three entries from above, sorted by formula weight, smallest number first:
SMILES	V1aR counter	OXTR agonist	OXTR potentiate	GalR3 antag	GPR7 antagonist	M18AAP inhibitor	MEKK2 mut-MEK5	NALP1 inh	MEKK2wt PB1 HTS
CN(C)S(=O)(=O)c1cccc(COC(=O)Cc2c(F)cccc2Cl)c1	8.1	2.1	-15	-2	0	13	12	11	108
COc1ccc(-c2csc(NC(=O)c3cccs3)c2C(=O)O)cc1OC	0.8	1.4	9	1	10	2	-10	12	92
Cc1ccc2cc(CN(Cc3nnnn3C3CCCC3)C3CCCCC3)c(=O)[nH]c2c1C	.	.	.	-2	-2	2	-9	-5	85

The list continues:
SMILES	V1aR counter	OXTR agonist	OXTR potentiate	GalR3 antag	GPR7 antagonist	M18AAP inhibitor	MEKK2 mut-MEK5	NALP1 inh	MEKK2wt PB1 HTS
CC1CCCCN1C(=O)COC(=O)c1cc([N+](=O)[O-])ccc1N (configuration not stated)	0.1	-0.7	-4	-4	.	.	.	.	.
O=C(CSc1nnc(-c2ccccc2NC(=O)c2ccccc2)o1)OC1CCCCC1	1.6	0.0	-1	3	5	7	0	.	98
CCc1ccc(N=C2NC(=O)/C(=C/c3ccc(OCC(=O)O)c(OC)c3)S2)cc1	.	.	.	-11	1	2	-1	13	100
CCCCc1ccc(NC(=O)CSC2=C(C#N)C(c3ccco3)C3=C(CCCC3=O)N2)cc1 (configuration not stated)	1.5	-0.2	-7	-6	-3	8	.	-1	.
COc1ccc(Cl)cc1C(=O)NCc1ccc2c(c1)OCO2	-0.9	-1.0	-7	-1	-9	-14	2	.	104
CCC(=O)Nc1ccc(OCC2CCCO2)cc1 (configuration not stated)	0.0	0.1	-6	-2	-14	-7	4	-19	108
Cn1ncc([N+](=O)[O-])c1C(=O)N/N=C/c1c[nH]c2ccccc12	0.7	0.2	-5	0	7	5	-10	1	85
